Screens from PubChem.
RPL19A TOR yeast: RPL19A-GFP expression modulators in yeast, primary screen, cell-based, S. cerevisiae, multiplex flow cytometry, MLPCN; S. cerevisiae RPL19A-GFP strain, 3 h; active compounds read low; percent response vs DMSO, % at 10 µM; actives 0.3% (n = 330,000);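 active = percent response vs DMSO below 50%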;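 note: median channel GFP fluorescence of the barcoded RPL19A-GFP strain; ratio of sample median GFP to plate DMSO average so 100% = DMSO; lower means less RPL19A-GFP as with rapamycin TOR inhibition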
LAP4 TOR yeast: modulators of LAP4-GFP expression in yeast, primary screen, S. cerevisiae, multiplex flow cytometry, MLPCN library. actives 0.34% (n = 320,000). GFP response vs DMSO, % at 10 µM. 3 h; median GFP as percent of DMSO wells. AID 2023, 2009;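 active = GFP response vs DMSO above a set limit, about the screen mean plus 3 SD, cut at about 150% in these data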
Efflux pump inh: inhibitors of Candida efflux pumps in yeast, primary screen, S. cerevisiae, Nile Red, multiplex; S. cerevisiae Candida pump triplex; inhibition, % at 10 µM; actives 0.44% (n = 330,000); AID 485275, 2010;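 active = plate passing quality check with inhibition over a set limit, or well fluorescence over plate mean plus 4 SD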;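 note: Nile Red retained in pooled yeast measured as flow cytometry median fluorescence; 0% = buffer negative control and 100% = Enniatin B positive control; higher means more Nile Red kept so more efflux inhibition; some compounds called inactive have numbers as strong as hits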
Yeast superoxide: reduction of superoxide in aged yeast, primary screen, HTS; S. cerevisiae aged cells, superoxide DHE fluorescence; active compounds read low; actives 0.18% (n = 330,000); superoxide response (% of plate mean), % at 10 µM;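 active = superoxide response under a set limit, about three screen SD below normal, cut at about 65% in these data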;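 note: yeast aged for seven days with compound at 30 °C before DHE staining; 100% = average MFI of all compound-treated wells on the plate with controls excluded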
AHR activator: AHR activators, primary screen, cell-based, luminescence, luciferase reporter, human | AHR-responsive luciferase reporter cells | activation, % at 5 µM | Aryl hydrocarbon receptor (Homo sapiens), P35869 | actives 2.5% (n = 320,000) | AID 2796, 2010; in the data active = activation above about 47%;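 note: 0% = vehicle wells and 100% = reference agonist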
Target sequence (P35869 whole entry, looked up): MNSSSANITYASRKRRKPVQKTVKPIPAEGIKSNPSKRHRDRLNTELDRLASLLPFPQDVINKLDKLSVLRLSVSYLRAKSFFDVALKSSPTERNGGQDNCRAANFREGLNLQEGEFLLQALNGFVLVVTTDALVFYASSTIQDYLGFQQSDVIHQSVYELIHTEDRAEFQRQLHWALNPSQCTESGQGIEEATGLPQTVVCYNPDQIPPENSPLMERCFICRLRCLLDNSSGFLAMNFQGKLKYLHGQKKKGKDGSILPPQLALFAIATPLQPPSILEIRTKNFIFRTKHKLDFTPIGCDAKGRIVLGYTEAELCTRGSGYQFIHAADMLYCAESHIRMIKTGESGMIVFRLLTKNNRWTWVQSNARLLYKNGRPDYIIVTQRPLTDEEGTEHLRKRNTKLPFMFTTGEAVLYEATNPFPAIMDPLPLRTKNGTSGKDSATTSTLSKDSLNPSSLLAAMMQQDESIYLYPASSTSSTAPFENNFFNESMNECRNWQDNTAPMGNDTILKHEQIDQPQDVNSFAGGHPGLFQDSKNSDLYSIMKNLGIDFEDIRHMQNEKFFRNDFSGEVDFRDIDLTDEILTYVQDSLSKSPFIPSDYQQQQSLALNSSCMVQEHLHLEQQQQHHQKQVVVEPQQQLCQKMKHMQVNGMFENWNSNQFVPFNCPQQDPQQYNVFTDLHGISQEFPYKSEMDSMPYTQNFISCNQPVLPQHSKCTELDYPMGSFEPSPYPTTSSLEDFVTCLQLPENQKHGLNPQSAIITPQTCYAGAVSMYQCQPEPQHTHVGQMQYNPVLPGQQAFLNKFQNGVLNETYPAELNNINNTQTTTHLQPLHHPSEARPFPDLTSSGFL
CIT2 TOR yeast: modulators of CIT2-GFP expression in yeast, primary screen, S. cerevisiae, GFP fusion, multiplex flow cytometry, MLPCN library. S. cerevisiae CIT2-GFP strain, 3 h; 100 means same as DMSO wells. GFP response vs DMSO, % at 10 µM. actives 0.065% (n = 320,000). AID 2029, 2009;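 active = GFP response relative to DMSO above a set limit, near the screen mean plus 3 SD, cut at about 150% in these data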;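 note: ratio of well median GFP fluorescence to mean of DMSO wells on the plate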
AGP1-GFP MLPCN: modulators of AGP1-GFP expression in yeast TOR pathway, primary screen, cell-based, multiplex flow cytometry, S. cerevisiae, MLPCN library; 3 h; GFP as percent of DMSO wells; GFP response vs DMSO, % at 10 µM; actives 0.02% (n = 320,000); AID 2066, 2009;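 active = GFP response relative to DMSO above a set limit, near screen average plus 3 SD, cut at about 150% in these data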;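 note: median GFP channel fluorescence of the gated AGP1 strain per well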
MEP2-GFP yeast: modulators of MEP2-GFP levels in yeast, primary screen, S. cerevisiae, multiplex flow cytometry, MLPCN library; GFP response vs DMSO, % at 10 µM; actives 0.51% (n = 330,000); S. cerevisiae MEP2-GFP strain, 3 h; 100% = DMSO control level;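 active = GFP response versus DMSO above a set limit, roughly screen mean plus 3 SD, cut at about 180% in these data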;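 note: median GFP fluorescence of the barcode-gated MEP2-GFP cells per well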
* hit, by the source's call.

`O=C(NN1CC(C(=O)OCc2ccccc2F)CC1=O)c1ccccc1` (stereo not drawn) gave RPL19A TOR yeast 96, LAP4 TOR yeast 96, Efflux pump inh -0.1, Yeast superoxide 98, AHR activator 3, CIT2 TOR yeast 103, AGP1-GFP MLPCN 100 and MEP2-GFP yeast 99.
`Cc1cc(C)n2nc(SCC(=O)N/N=C/c3ccccc3F)nc2n1` gave RPL19A TOR yeast 97, LAP4 TOR yeast 99, Efflux pump inh -0.1, Yeast superoxide 85, AHR activator 5, CIT2 TOR yeast 103, AGP1-GFP MLPCN 103 and MEP2-GFP yeast 103.
CCCCN(C(=O)c1ccc(COc2ccccc2)o1)c1c(N)n(CC(C)C)c(=O)[nH]c1=O was read as RPL19A TOR yeast 97, LAP4 TOR yeast 99, Efflux pump inh 0.0, Yeast superoxide 107, AHR activator -1, CIT2 TOR yeast 101, AGP1-GFP MLPCN 100 and MEP2-GFP yeast 105.
`CCC(C)(C)NC(=O)CCCSc1nc2ccccc2s1` gave RPL19A TOR yeast 97, LAP4 TOR yeast 110, Efflux pump inh -0.1, Yeast superoxide 106, AHR activator 6, CIT2 TOR yeast 84, AGP1-GFP MLPCN 101 and MEP2-GFP yeast 95.
For CC(Nc1c[nH]c(=O)[nH]c1=O)c1ccccc1 (stereo not drawn) the results were RPL19A TOR yeast 104, LAP4 TOR yeast 100, Efflux pump inh 0.0, Yeast superoxide 97, CIT2 TOR yeast 100, AGP1-GFP MLPCN 100 and MEP2-GFP yeast 106.
Clc1ccc2c(c1)C1=C(C(c3ccncc3)O2)C(c2ccc(Br)cc2)n2ncnc2N1 (stereo not drawn) was read as RPL19A TOR yeast 102, LAP4 TOR yeast 112, Efflux pump inh 0.0, Yeast superoxide 100, AHR activator 0, CIT2 TOR yeast 108, AGP1-GFP MLPCN 108 and MEP2-GFP yeast 110.
`O=C(O)c1cc2ccc3ccccc3c2oc1=O` gave RPL19A TOR yeast 88, LAP4 TOR yeast 138, Efflux pump inh -0.1, Yeast superoxide 96, AHR activator 19, CIT2 TOR yeast 105, AGP1-GFP MLPCN 100 and MEP2-GFP yeast 123.
COc1ccc(NC(=O)N2CCCC2C(=O)Nc2ccccc2)cc1 (stereo not drawn) was read as RPL19A TOR yeast 81, LAP4 TOR yeast 80, Efflux pump inh -0.1, Yeast superoxide 92, AHR activator 4, CIT2 TOR yeast 115, AGP1-GFP MLPCN 83 and MEP2-GFP yeast 107.
For CCc1nnc(NC(=O)c2ccc(S(=O)(=O)N(C)c3ccccc3)cc2)o1 the results were RPL19A TOR yeast 114, LAP4 TOR yeast 98, Efflux pump inh -0.1, Yeast superoxide 97, AHR activator 10, CIT2 TOR yeast 109, AGP1-GFP MLPCN 103 and MEP2-GFP yeast 115.
Screening CCOC(=O)C1(CCCc2ccccc2)CCN(Cc2ccn[nH]2)CC1 returned RPL19A TOR yeast 104, LAP4 TOR yeast 94, Efflux pump inh -0.1, Yeast superoxide 83, AHR activator 8, CIT2 TOR yeast 107, AGP1-GFP MLPCN 103 and MEP2-GFP yeast 102.
Screening Cc1ccc(-n2c([S-])c(C(=O)Nc3ccc(OC(F)F)cc3)[n+]3ccc(C(=O)NCCO)cc23)cc1C returned RPL19A TOR yeast 107, LAP4 TOR yeast 104, Efflux pump inh 0.0, Yeast superoxide 91, AHR activator 4, CIT2 TOR yeast 102, AGP1-GFP MLPCN 109 and MEP2-GFP yeast 99.
For CCOc1ccccc1C1CC(=O)Nc2cc3c(cc21)OCCO3 (stereo not drawn) the results were RPL19A TOR yeast 91, LAP4 TOR yeast 88, Efflux pump inh 0.2, Yeast superoxide 113, AHR activator 9, CIT2 TOR yeast 74, AGP1-GFP MLPCN 99 and MEP2-GFP yeast 100.
For O=C(Nc1cccc([N+](=O)[O-])c1)Nn1cnnc1 the results were RPL19A TOR yeast 88, LAP4 TOR yeast 106, Efflux pump inh -0.1, Yeast superoxide 97, AHR activator 11, CIT2 TOR yeast 101, AGP1-GFP MLPCN 102 and MEP2-GFP yeast 93.
Cc1ccc(S(=O)(=O)NCC(=O)N/N=C/c2ccccc2O)cc1 was read as RPL19A TOR yeast 94, LAP4 TOR yeast 112, Efflux pump inh 0.0, Yeast superoxide 100, AHR activator 2, CIT2 TOR yeast 102, AGP1-GFP MLPCN 97 and MEP2-GFP yeast 97.
Screening CC1(c2cccc(Br)c2)NC(=O)N(CC(=O)NC2CCCCC2)C1=O (stereo not drawn) returned RPL19A TOR yeast 97, LAP4 TOR yeast 97, Efflux pump inh 0.2, Yeast superoxide 77, AHR activator 0, CIT2 TOR yeast 105, AGP1-GFP MLPCN 98 and MEP2-GFP yeast 94.
COC(=O)/C(=C/c1ccco1)NC(=O)c1ccco1 was read as RPL19A TOR yeast 104, LAP4 TOR yeast 102, Efflux pump inh -0.2, Yeast superoxide 89, AHR activator 0, CIT2 TOR yeast 104, AGP1-GFP MLPCN 108 and MEP2-GFP yeast 101.
`COc1ccccc1NC(=O)c1cc2c(CO)cnc(C)c2oc1=Nc1ccccc1` gave RPL19A TOR yeast 98, LAP4 TOR yeast 98, Efflux pump inh 0.2, Yeast superoxide 99, AHR activator 1, CIT2 TOR yeast 102, AGP1-GFP MLPCN 92 and MEP2-GFP yeast 105.
COc1cc2[nH]c(=S)n(CCN3CCOCC3)c(=O)c2cc1OC was read as RPL19A TOR yeast 112, LAP4 TOR yeast 107, Efflux pump inh -0.2, Yeast superoxide 103, AHR activator 5, CIT2 TOR yeast 118, AGP1-GFP MLPCN 122 and MEP2-GFP yeast 113.
`CCCn1c(SCC(=O)NCc2ccc(F)cc2)n[nH]c1=O` gave RPL19A TOR yeast 96, LAP4 TOR yeast 99, Efflux pump inh -0.1, Yeast superoxide 98, AHR activator -1, CIT2 TOR yeast 103, AGP1-GFP MLPCN 98 and MEP2-GFP yeast 97.
Cc1ccc(S(=O)(=O)N(CCC(=O)Nc2ccc(OC(F)(F)F)cc2)c2ccccc2)cc1 was read as RPL19A TOR yeast 101, LAP4 TOR yeast 103, Efflux pump inh 0.1, Yeast superoxide 101, AHR activator 2, CIT2 TOR yeast 97, AGP1-GFP MLPCN 101 and MEP2-GFP yeast 103.
COc1ccccc1NC(=O)C1CCCN1C(=O)Nc1ccc(F)cc1 (stereo not drawn) was read as RPL19A TOR yeast 103, LAP4 TOR yeast 92, Efflux pump inh -0.2, Yeast superoxide 99, AHR activator 4, CIT2 TOR yeast 90, AGP1-GFP MLPCN 96 and MEP2-GFP yeast 98.
`O=C(OCC(=O)N1CCCC1)c1ccc(O)cc1` gave RPL19A TOR yeast 106, LAP4 TOR yeast 104, Efflux pump inh 0.1, Yeast superoxide 100, AHR activator 1, CIT2 TOR yeast 109, AGP1-GFP MLPCN 107 and MEP2-GFP yeast 101.
For O=C(c1ccco1)N1CCN(C(=S)NC2CC3CCC2C3)CC1 (stereo not drawn) the results were RPL19A TOR yeast 100, LAP4 TOR yeast 105, Efflux pump inh 0.1, Yeast superoxide 108, AHR activator -2, CIT2 TOR yeast 98, AGP1-GFP MLPCN 101 and MEP2-GFP yeast 98.
Cc1ccc(C(=O)Nc2ccc(S(=O)(=O)NC3=NCCCCC3)cc2)c(C)c1 was read as RPL19A TOR yeast 94, LAP4 TOR yeast 96, Efflux pump inh 0.1, Yeast superoxide 101, AHR activator -1, CIT2 TOR yeast 96, AGP1-GFP MLPCN 100 and MEP2-GFP yeast 91.

Retrieved by structure from the entries so far, 2 records:
`CCC(C)(C)NC(=O)CCCSc1nc2ccccc2s1` gave RPL19A TOR yeast 97, LAP4 TOR yeast 110, Efflux pump inh -0.1, Yeast superoxide 106, AHR activator 6, CIT2 TOR yeast 84, AGP1-GFP MLPCN 101 and MEP2-GFP yeast 95.
`Cc1cc(C)n2nc(SCC(=O)N/N=C/c3ccccc3F)nc2n1` gave RPL19A TOR yeast 97, LAP4 TOR yeast 99, Efflux pump inh -0.1, Yeast superoxide 85, AHR activator 5, CIT2 TOR yeast 103, AGP1-GFP MLPCN 103 and MEP2-GFP yeast 103.

(further entries)
Cc1ccc(-n2c(=O)c3cc4c(=O)n(-c5ccc(C)c(C)c5)c(=O)c4c(C(=O)c4ccc(C(=O)O)cc4)c3c2=O)cc1C was read as RPL19A TOR yeast 95, LAP4 TOR yeast 105, Efflux pump inh 0.2, Yeast superoxide 97, AHR activator 0, CIT2 TOR yeast 99, AGP1-GFP MLPCN 99 and MEP2-GFP yeast 101.
For Cc1cc(C)nc(SCc2nc(N)nc(-c3ccccc3O)n2)n1 the results were RPL19A TOR yeast 98, LAP4 TOR yeast 97, Efflux pump inh -0.2, Yeast superoxide 98, AHR activator 84*, CIT2 TOR yeast 92, AGP1-GFP MLPCN 97 and MEP2-GFP yeast 101.
Screening Cc1ccc(C)c(N2CCN(C(=O)c3ccc(CSc4nc5ccncc5[nH]4)cc3)CC2)c1 returned RPL19A TOR yeast 105, LAP4 TOR yeast 110, Efflux pump inh 0.2, Yeast superoxide 82, AHR activator 1, CIT2 TOR yeast 107, AGP1-GFP MLPCN 114 and MEP2-GFP yeast 108.
Screening COc1ccc(-c2ccoc2)cc1[C@H]1[C@H]2C=CC[C@@H](C)[C@@H]2C(=O)N1Cc1ccccc1 returned RPL19A TOR yeast 97, LAP4 TOR yeast 129, Efflux pump inh -0.1, Yeast superoxide 88, AHR activator 1, CIT2 TOR yeast 67, AGP1-GFP MLPCN 86 and MEP2-GFP yeast 98.
`O=C(c1ccccc1)c1ccc2nc(N3CCN(C(=O)c4ccco4)CC3)c3nncn3c2c1` gave RPL19A TOR yeast 98, LAP4 TOR yeast 97, Efflux pump inh 0.4, Yeast superoxide 109, AHR activator 8, CIT2 TOR yeast 104, AGP1-GFP MLPCN 103 and MEP2-GFP yeast 104.
Screening CCCC1CCC(c2ccc(OCC)cc2)=CC1=O (stereo not drawn) returned RPL19A TOR yeast 98, LAP4 TOR yeast 103, Efflux pump inh 0.0, Yeast superoxide 97, CIT2 TOR yeast 100, AGP1-GFP MLPCN 96 and MEP2-GFP yeast 102.
Screening CCN1C(=O)[C@H]2[C@@H](c3ccc(-c4cccc(Cl)c4)cc3)N[C@@](C)(C(=O)OC)[C@H]2C1=O returned RPL19A TOR yeast 95, LAP4 TOR yeast 123, Efflux pump inh -0.1, Yeast superoxide 108, AHR activator 4, CIT2 TOR yeast 95, AGP1-GFP MLPCN 84 and MEP2-GFP yeast 93.
For O=C(Nc1ccc(-c2csc(Nc3ccc(Cl)cc3)n2)cc1)c1ccccc1 the results were RPL19A TOR yeast 102, LAP4 TOR yeast 103, Efflux pump inh 1.0, Yeast superoxide 114, AHR activator 34, CIT2 TOR yeast 92, AGP1-GFP MLPCN 105 and MEP2-GFP yeast 103.
For COC(=O)CN1C(=O)[C@@H]2[C@H](C1=O)[C@@H]1CC(C(=O)OC)=C[C@@H](C(=O)OC)[C@@H]3C1=C(C(=O)[C@@]3(C)NC(=O)c1ccccc1)[C@@H]2C the results were RPL19A TOR yeast 98, LAP4 TOR yeast 105, Efflux pump inh 0.1, Yeast superoxide 107, AHR activator 2, CIT2 TOR yeast 90, AGP1-GFP MLPCN 92 and MEP2-GFP yeast 97.
For O=C(CN1CCN(S(=O)(=O)c2ccccc2)CC1)Nc1ccccc1Cl the results were RPL19A TOR yeast 98, LAP4 TOR yeast 103, Efflux pump inh 0.2, Yeast superoxide 94, AHR activator -1, CIT2 TOR yeast 92, AGP1-GFP MLPCN 105 and MEP2-GFP yeast 103.
